Compound activity: PubChem, National Center for Advancing Translational Sciences (NCATS)
GLP1R ag – activates the human GLP-1 receptor. P43220. 0.007% of 380,000 active. HEK293 GLP-1R CRE-luciferase, luminescence, 4-6 h; cells express a hypersensitive GLP-1R form. Potency, µM (series often up to 45.6 µM), for inactives: top-dose activation, usual class: activators; further: potency means the concentration at half of the fitted maximal effect; % of control where 0% means no effect
Target sequence (P43220 whole entry, looked up): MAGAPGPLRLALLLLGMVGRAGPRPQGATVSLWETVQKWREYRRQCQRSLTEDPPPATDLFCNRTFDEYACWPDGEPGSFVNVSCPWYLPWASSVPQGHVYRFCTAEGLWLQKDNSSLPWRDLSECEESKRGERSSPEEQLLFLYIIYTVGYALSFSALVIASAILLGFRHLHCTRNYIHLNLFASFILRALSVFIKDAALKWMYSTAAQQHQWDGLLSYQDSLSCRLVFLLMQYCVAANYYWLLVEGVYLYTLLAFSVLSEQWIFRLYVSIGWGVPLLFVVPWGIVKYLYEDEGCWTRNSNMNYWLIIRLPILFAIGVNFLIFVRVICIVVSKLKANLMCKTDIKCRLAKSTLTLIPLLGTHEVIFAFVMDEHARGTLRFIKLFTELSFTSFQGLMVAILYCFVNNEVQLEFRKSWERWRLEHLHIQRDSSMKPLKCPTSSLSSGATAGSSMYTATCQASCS
PTHR1 ag – PTHR1 (human) receptor agonism | Potency, µM (doses to about 115 µM), for the others: at the highest dose activation, most hits filed as activators | HEK293 GP2 PTHR1 cells, GloSensor cAMP luminescence, 1 h | AID 743266 | 0.075% of 410,000 active | Q03431; further: potency means the concentration at half of the fitted maximal effect; nearly all actives have a fitted effect of over 55% in size; some results filed as inactive show a strong effect at the top dose; inactives centre near -15; many of its hits are not listed in these tables
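HEK-293-derived GP2 cells expressing PTHR1 and a GloSensor cAMP reporter, 3,000/well, plated overnight, given luciferin plus IBMX (each 0.5 mM as added) for 1 h at 37 °C, then compound for 1 h at 37 °C. Luminescence was read after 15 min at room temperature.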
DRD3 antagonist – antagonists of human D3 dopamine receptor; P35462; D3R cells, DiscoveRx beta-arrestin luminescence, antagonist mode; active compounds read low; max response, negative = inhibition, %; 2.5% of 360,000 active; AID 652054; in the data active means max response below about -50%; inconclusive means no clear call, values can overlap the other calls; further: on the % scale 0 is the no-effect control and ±100 the full control effect; mostly tested at two doses, the higher about 12 µM
Target sequence (P35462 whole entry, looked up): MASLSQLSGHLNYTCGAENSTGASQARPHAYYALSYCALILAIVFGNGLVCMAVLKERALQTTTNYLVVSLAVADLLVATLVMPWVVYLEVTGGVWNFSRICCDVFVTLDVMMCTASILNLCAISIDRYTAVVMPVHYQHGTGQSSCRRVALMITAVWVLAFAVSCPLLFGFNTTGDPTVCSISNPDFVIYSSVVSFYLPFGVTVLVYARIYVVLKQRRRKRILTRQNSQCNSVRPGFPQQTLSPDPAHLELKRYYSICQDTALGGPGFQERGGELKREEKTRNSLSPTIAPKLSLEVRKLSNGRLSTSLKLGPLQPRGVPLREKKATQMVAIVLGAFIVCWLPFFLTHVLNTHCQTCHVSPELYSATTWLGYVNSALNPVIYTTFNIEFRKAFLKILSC
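Cells plated overnight at 1500 cells/well, then exposed to library compounds with dopamine controls for 90 minutes at 37 degrees C. DiscoveRx reagent added for 30–60 minutes at room temperature; luminescence read, quantitative HTS format.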
KB-V1 cytotox – kills drug-selected multidrug resistant KB-V1 cells | KB-V1 MDR cells viability, CellTiter-Glo, 72 h | Potency, µM (highest dose often 46.1 µM), for inactives: at the top dose activity change, negative = cytotoxicity, actives largely listed as cytotoxic | 3.4% of 400,000 active | AID 1347076; further: potency means the concentration at half of the fitted maximal effect; on the % scale 0 is the no-effect control and ±100 the full control effect; nearly all actives have a fitted effect of over 60% in size
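Readout: CellTiter-Glo luminescence, 10 min after addition. Cells: KB-V1 MDR subline, 72 h at 37 degrees C with compound. Analysis: corrected, normalized data fitted to concentration-effect curves.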
TDP-43 yeast inh – inhibitors of TDP-43 toxicity in yeast | Potency, µM (highest dose often 46.1 µM), inactives show at the highest dose growth rescue (activation), usual class: activators | TDP-43 expressing yeast growth rescue, BacTiter-Glo, 24 h | 1.8% of 410,000 active; further: potency means the concentration at half of the fitted maximal effect; % of control where 0% means no effect; nearly all actives have a fitted effect of over 50% in size
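Luminescence from BacTiter-Glo reports growth of TDP-43-expressing yeast after 24 hr at 30 deg C with compound. Cells were raffinose-pregrown to mid-log, then seeded in galactose medium at OD600=0.02.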
GLP1R inv ag – inverse agonists of human GLP-1 receptor. P43220. HEK293 GLP-1R CRE-luciferase, luminescence, 24 h; GLP-1R form is constitutively active. 1.6% of 410,000 active. AID 624417. Potency, µM (top dose mostly 38.3 µM), for the others: at the top dose activity change, negative = inhibition, hits mostly inhibitors; further: potency means the concentration at half of the fitted maximal effect; on the % scale 0 is the no-effect control and ±100 the full control effect; nearly all actives have a fitted effect of over 55% in size
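Readout was luciferase luminescence, measured 12 min after detection reagent at room temperature. Beforehand, GLP-1R reporter HEK293 cells had sat 12 h, then received compounds for 24 hr at 37 deg C.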
GLP1R cytotox – cytotoxicity counter-screen for GLP-1 receptor inverse agonists. HEK293 cAMP-luciferase reporter cells, luminescence, 24 h. Potency, µM (doses to about 38.3 µM), without a hit: at the top dose activity change, negative = inhibition, usual class: inhibitors. 0.13% of 410,000 active;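 further: loss of luciferase light is scored as toxicity; potency means the concentration at half of the fitted maximal effect; on the % scale 0 is the no-effect control and ±100 the full control effect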
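Seeding density was 200 cells/uL; after overnight-length (12 h) culture, 23 nL compounds went on for 24 h at 37 °C. Readout used a luciferase detection reagent, luminescence taken after 12 min at room temperature.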
D3 ag – activates the human D3 dopamine receptor | 0.58% of 410,000 active | D3R DiscoveRx beta-arrestin cells, luminescence, 90 min | max activation, % | P35462; in the data active means max activation above about 30%; further: 0% is about no effect; mostly tested at two doses, the higher about 12 µM
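Agonist mode: compounds and dopamine controls were applied to plated cells for 90 min at 37 degrees C after an overnight attachment at 1500 cells/well. Luminescent read-out followed 30 - 60 minutes at room temperature with DiscoveRx detection reagent.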
aSyn yeast inh – inhibitors of alpha-synuclein toxicity in yeast | Yeast expressing alpha-synuclein, growth rescue, BacTiter-Glo, 24 h | Potency, µM (series often up to 46.1 µM), for inactives: at the highest dose growth rescue (activation), hits mostly activators | 0.14% of 370,000 active | AID 652106; further: potency means the concentration at half of the fitted maximal effect; % of control where 0% means no effect; nearly all actives have a fitted effect of over 65% in size
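Screening used galactose-induced yeast with toxic alpha-synuclein levels, exposed to compound for 24 hr at 30 deg C. Cell growth, read with BacTiter-Glo luminescence, gave the measured signal.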
* = called active by the depositor; i = inactive; ? = inconclusive; · = not tested or not shown; & = joins results of further samples; [ ] = remark or other dose. Unless noted, the call rests on the fitted dose curve; in most records, active means well fitted curve in the direction sought with a large enough effect; inconclusive means small, poorly fitted or top-dose-only effect, or another doubt; inactive means no such curve, though single readings can be large; an effect the other way counts as inactive or inconclusive.

Screens in order – GLP1R ag, PTHR1 ag, DRD3 antagonist, KB-V1 cytotox, TDP-43 yeast inh, GLP1R inv ag, GLP1R cytotox, D3 ag, aSyn yeast inh
- CCOCCCNC(=O)C(c1ccccc1)N(Cc1ccc2c(c1)OCO2)C(=O)CNC(C)=O (stereo not drawn)
 : -9.5%, i, 4.9, 15.9%, 1.5%, -0.4%, -0.1%, -2.3, 2.2%
- CCOc1ccc(OCC(=O)NCCS(=O)(=O)N2CCN(c3ccccc3)CC2)cc1
 : -0.2%, i, -11.0, -16.4%, -2.2%, -13.2%, 3.6%, -5.8, -2.2%
- CCc1nc(N)nc2c1C(=O)CC(C)(C)C2
 : 25.8%, ·, 1.9, -16.0%, 0.0%, 197.0%[activator], 7.3%, -7.4, -12.0%
- Cc1cc(NC(=O)CSc2nc3c([nH]c4ccccc43)c(=O)n2-c2cccc(C(F)(F)F)c2)no1
 : -17.1%, -72.6%[inhibitor][57.5 µM], ?, 0.0%, -17.7%, ?, ?, 0.8, 0.6%
- Clc1cnc(N/N=C/c2ccco2)c(Cl)c1
 : 1.7%, -12.7%, 2.3, ?, 19.6%, -22.5%, -7.4%, -3.6, -7.8%
- COc1ccccc1NC(=O)CN1C(=O)CC(c2ccc(C)c(C)c2)=Nc2ccccc21
 : ·, -11.6%, ·, 16.4µM*, 20.8%, 10µM*, -11.2%, 6.8, ·
- CCCCNc1c(N)n(CCC)c(=O)[nH]c1=O
 : 6.6%, -15.0%, -0.6, -18.6%, -9.8%, 23.8%, -1.8%, 0.3, -0.9%
- Cc1oc2cc(Br)c(O)c(Br)c2c1-c1ccccc1
 : 12.0%, -18.9%, -1.7, -10.7%, -51.4%[inhibitor], ?, -0.4%, 6.4, -50.7%[inhibitor]
- COc1ccccc1-c1cccc([C@@H]2C[C@H]3[C@H](CON3C)CN2Cc2cc(Cl)cc(Cl)c2)c1
 : 6.4%, -4.1%, 14.4, -9.8%, 13.2%, ?, 7.6%, 9.5, 7.7%
- COc1ccccc1NC(=O)c1cc(S(=O)(=O)N(C)C2CCCCC2)ccc1F
 : ·, -18.2%, ·, -29.1%, 6.4%, ?, -2.7%, 3.0, ·
- Cc1cc(NC(=O)CSc2nnc(Cc3cccn3C)n2CCc2ccccc2)no1
 : -1.5%, -15.5%, -14.3, -20.2%, 6.3%, -21.4%, 5.1%, -0.2, 1.2%
- Cc1ccccc1NC(=O)C1CCC(C)(C(=O)O)C1(C)C (stereo not drawn)
 : 1.6%, i, -11.6, 0.0%, 1.4%, 11.0%, 11.7%, -1.2, 6.9%
- COCC(=O)Nc1ccccc1C(=O)NC(C)C
 : -15.1%, -3.8%[57.5 µM], -2.1, -5.8%, -24.8%, 0.0%, 2.0%, -4.1, -0.7%
- CCCCC(=O)Nc1ccc(C(=O)OCc2cc(=O)n3nc(C4CC4)sc3n2)cc1
 : ·, i, ·, -19.2%, 12.6%, 9.5%, 25.8%, 3.0, ·
- COc1cc(S(=O)(=O)N2CCN(c3ccc(F)cc3)CC2)ccc1Cl
 : -1.7%, -1.6%[57.5 µM], 1.5, -18.3%, -2.8%, ?, 21.6%, -15.6, -0.6%
- COc1ccc(-c2nc(C)c(CCNC(=O)c3cccs3)s2)cc1
 : 5.2%, i, ·, 8.2µM*, 14.1µM*, -13.0%, -15.6%, 1.0, -5.6%
- COC(=O)c1ccc(NC(=O)C(=O)NCCc2csc(-c3ccc(F)cc3)n2)cc1
 : ·, -11.7%, ·, 5.4%, -1.2%, 6.6%, 21.2%, -16.1, ·
- COC(=O)c1ccc(COc2cc(C)ccc2C)o1
 : 21.7%, -37.8%[inhibitor], -0.6, 13.0%, 0.0%, 11.8%, -14.1%, -0.1, -9.7%
- CC(C(=O)N1CCc2ccccc21)n1cccc1 (stereo not drawn)
 : 0.7%, i, 12.4, 17.9%, 35.0%, 0.0%, 0.7%, 0.2, -6.1%
- COc1ccc(Br)cc1CNC(=O)Cn1nc(C)n2c(cc3cc(F)ccc32)c1=O
 : ·, -10.1%, ·, 9.9%, 21.2%, 3.6%, 2.0%, 3.6, ·
- CCOc1ccc(C(=O)COc2ccc(NC(C)=O)cc2)cc1
 : 7.7%, i, -10.3, -7.2%, -1.0%, -11.9%, -9.3%, 2.9, 6.9%
- COc1ccc2c(c1)cc(C)c1nnc(SCC(=O)N(C)c3nc(-c4ccccc4)cs3)n12
 : 0.4%, i, -11.3, ?, 2.9%, -3.9%, -5.5%, -0.6, 1.4%
- COc1ccc(NC2CC(=O)NC2=O)cc1 (stereo not drawn)
 : -16.8%, i, 6.2, 8.6%, -0.9%, 3.2%, -1.8%, -1.3, 2.1%
- COc1ccc(OC)c(C2C(C(=O)c3cccs3)=C(O)C(=O)N2c2cc(C)on2)c1 (stereo not drawn)
 : -1.5%, i, -68.8*, 10.8%, 5.2%, 14.6%, -13.1%, 3.7, -2.2%
- COc1ccc(NC(=O)CCC(=O)c2cc(C)sc2C)cc1
 : 19.5%, i, 17.2, 10.1%, 26.0%, -7.7%, 3.0%, 3.2, 6.4%
- CN1CCN(CCCNC(=O)Cn2c(-c3cccs3)cc3ccccc32)CC1
 : ·, 10.3%, ·, -1.9%, 6.8%, 155.4%[activator], -11.8%, 1.5, ·
- O=C(OCc1cccc([N+](=O)[O-])c1)c1ccncc1
 : -2.4%, -17.3%, 0.5, 0.7%, ?, 2.7%, 1.0%, -4.7, 0.9%
- COCCNC(=O)C1(C)CCCN(Cc2ccc(Oc3ccccc3)cc2)C1 (stereo not drawn)
 : 8.7%, i, -6.8, ?, 9.4%, ?, -5.6%, -6.5, 0.3%
- CC[C@H](C)Cc1cn([C@@H](CCCN=C(N)N)C(=O)NCCCCCCCCCCC(=O)N2CCNCC2)nn1
 : 9.4%, -0.1%, ?, 10.8%, -6.3%, 20.2%, 2.5%, -11.5, 3.4%
- O=c1[nH]c(N2CCOCC2)nc2ncn(Cc3ccccc3)c12
 : -6.8%, -20.9%[57.5 µM], -12.5, 1.8%, -15.2%, 0.0%, 0.5%, 13.8, -4.1%
- CN(C)c1ccc(CNC(=O)CN2C(=O)c3cccnc3Oc3ccc(Cl)cc32)cc1
 : ·, i, ·, -9.0%, 16.3%, 7.2%, 6.2%, 10.3, ·
- CCN(CC)C(=S)SCC(=O)c1ccc(Br)cc1
 : 2.6%, -44.5%[inhibitor], 12.3, -2.4%, ?, ?, 7.0%, 7.5, 16.6%
- CCC(=O)NC(c1ccccc1)c1c(OC(C)=O)ccc2ccccc12 (stereo not drawn)
 : 6.5%, -1.4%, 3.2, ?, -7.2%, ?, 7.2%, 6.5, 11.2%
- CCN1CCN(Cc2c(OC)ccc3ccccc23)CC1
 : -8.6%, i, ?, ?, -16.0%, 6.3%, -13.7%, -30.2, 0.7%
- C/C(=N\NC(=O)c1nnn(-c2nonc2N)c1CN1CCC(C)CC1)c1cccc(Br)c1
 : -0.4%, i, 1.3, -22.9%, -10.3%, -9.5%, 3.1%, 0.4, -9.6%
- Cc1cccc(NC(=O)c2cc3ccccc3c(=O)o2)n1
 : 14.5%, -9.5%, -12.7, 11.0%, 3.2%, 75.6%[activator], 1.1%, 1.5, -1.4%
- CC(C)(C)OC(=O)N1CCC(NC(=O)c2[nH]cnc2C(=O)Nc2ccc(Cl)cc2)CC1
 : -3.6%, i, -11.6, -16.6%, 8.7%, 11.3%, 4.2%, -13.6, -10.2%
- Cc1ccc(OCC(=O)Nc2ccc(S(=O)(=O)N(C)C3CCN(C)CC3)cc2)c(C)c1
 : 11.7%, i, 1.0, 0.1%, 8.7%, 2.24µM*, -16.3%, -7.0, 6.2%
- O=C(CSc1nnc(CNC(=O)c2ccco2)o1)Nc1ccc(Cl)cc1
 : -1.2%, i, -7.3, 27.6%, 11.3%, 10.4%, -3.9%, -0.1, -0.4%
- Cc1cccc(N2CCN(C(=O)COCc3cc(-c4ccc5c(c4)OCO5)on3)CC2)c1C
 : -3.9%, -38.9%[inhibitor], -3.3, -26.8%&26.2%, ?, ?, -8.6%&1.2%, 3.6&15.2, 23.0%
- CC(=O)O[C@@]1(C)C[C@@H](O)[C@]2(O)C=CO[C@@H](O[C@@H]3O[C@H](CO)[C@@H](O)[C@H](O)[C@H]3O)[C@@H]21
 : 1.2%, 0.0%, 10.0, 0.1%, 1.9%, 26.2%, -19.2%, 26.8, -0.1%
- COc1ccc(C(=O)Nc2ccc(Br)cc2F)cc1S(=O)(=O)N1CCCC1
 : -1.1%, -23.3%, -19.8, -8.3%, -20.1%, -30.5%, 10.3%, -18.9, -1.4%
- COc1ccc(C(=O)CC(=O)Nc2ccc([N+](=O)[O-])cc2)cc1
 : -2.8%, -89.1%[inhibitor], 0.0, -23.3%, -22.2%, ?, -16.9%, -9.8, -8.3%
- CCCc1cc2c(cc1NC(=O)c1ccco1)OCO2
 : 2.2%, i, -3.2, 0.4%, 26.7%, 1.0%, 0.7%, 0.2, 5.1%
- CN1C/C(=C/c2ccncc2)C(=O)/C(=C/c2ccncc2)C1
 : 0.3%, -5.6%, 10.8, -0.8%, -18.9%, 5.6%, -1.4%, 0.9, -4.1%
- CN=c1scc(C)n1/N=C/c1ccc(O)c(O)c1O
 : -0.9%, -23.8%, -9.0, -1.0%, -32.7%[inhibitor], 0.5%, ?, 5.7, -21.9%

A portion of the library (hit frequency here may not be typical).
